Screens: PubChem BioAssay, several laboratories
NadD inh – inhibitors of Staphylococcus aureus NadD. purified NadD enzyme, colorimetric absorbance read-out. inhibition, % at 20 µM. actives 0.78% (n = 360,000); in the data active means inhibition above about 26%; further: some compounds past the cut are filed as inactive
SUMO1 PPI mod – SUMO1-SIM interaction modulation | P63165 | SUMO1 binding to a labelled peptide, TR-FRET, 1 h | inhibition, % at 20 µM | actives 0.33% (n = 360,000) | AID 602429; in the data active means inhibition above about 37%
Target sequence (P63165 whole entry, looked up): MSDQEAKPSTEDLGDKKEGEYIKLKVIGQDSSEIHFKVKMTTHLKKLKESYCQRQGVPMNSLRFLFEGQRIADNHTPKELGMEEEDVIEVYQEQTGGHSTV
Scp-1 inhibitor – blocks human Scp-1 phosphatase activity; Recombinant Scp1, phosphopeptide, malachite green phosphate absorbance; actives 0.88% (n = 340,000); inhibition, % at 20 µM; Q9GZU7; AID 493091;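 active means inhibition above about 50% at 20 µM, limit read from the data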;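 further: plate controls were DMSO wells with enzyme for no effect and wells lacking enzyme for full effect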
Target sequence (Q9GZU7 76-261 limits assumed): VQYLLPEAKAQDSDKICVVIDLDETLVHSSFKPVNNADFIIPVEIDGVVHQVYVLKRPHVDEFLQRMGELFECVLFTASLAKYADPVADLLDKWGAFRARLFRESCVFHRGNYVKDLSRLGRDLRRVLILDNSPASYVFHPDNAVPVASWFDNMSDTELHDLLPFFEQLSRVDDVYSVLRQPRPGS
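Assay system: SCP-1 catalytic fragment, aa 76-261 | Buffer or medium: Tris acetate buffer pH 5.5 with MgCl2 and Tween-20 | Compound: One concentration, 20 µM, with 1.0% DMSO | Also added: Phospho 17-mer peptide substrate | Signal: Absorbance at 630 nm | Incubation: 45 min enzyme reaction at room temperature | Measure: % inhibition of SCP-1 phosphate liberation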
Neddyl block – blocks human cullin neddylation; P61081+Q13564; TR-FRET cullin neddylation, biochemical; calls only at 25 µM; actives 0.58% (n = 360,000); AID 651699; in the data active means inhibition above about 36%
Rin1-Abl PPI inh – blocks binding of human Rin1 to Abl | TR-FRET Rin1/Abl binding, biochemical | inhibition, % at 7.35 µM | P00519+Q13671 | AID 588664 | actives 0.4% (n = 360,000); in the data active means inhibition above about 5%, passing the limit was not always enough
DNMT1 inh – inhibitors of human DNMT1; P26358; DNMT1 molecular beacon, Hinp1I cleavage, fluorescence; inhibition (reported as % activation of signal), % at 10 µM; actives 0.83% (n = 360,000); AID 588458; in the data active means inhibition above about 50%
LMPTP block – blocks human LMPTP phosphatase; P24666; recombinant LMPTP-A, OMFP fluorogenic substrate, fluorescence intensity; inhibition, % at 20 µM; actives 0.22% (n = 360,000);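 active means compounds that cut the enzyme signal by at least half of the control window in the single-dose screen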;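 further: plate controls were DMSO wells with enzyme plus substrate for no effect and substrate without enzyme for full effect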
Target sequence (P24666 whole entry, looked up): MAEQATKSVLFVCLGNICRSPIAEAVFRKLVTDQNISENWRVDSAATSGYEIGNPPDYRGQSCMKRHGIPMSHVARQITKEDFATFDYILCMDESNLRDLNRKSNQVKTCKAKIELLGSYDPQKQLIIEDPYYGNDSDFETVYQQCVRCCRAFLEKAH
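Assay system: LMPTP-A enzyme. Input: 0.625 nM LMPTP-A final. Probe or stimulus: 400 µM OMFP. Compound dosing: single 20 µM dose. Schedule: 50 min dark incubation at room temperature. Detection: fluorescence intensity of OMFP turnover product. Read-out: percent inhibition versus substrate-only and uninhibited controls. Benchmarks: no-enzyme low control, uninhibited high control.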
STEP block – blocks human striatal-enriched tyrosine phosphatase; P54829; recombinant STEP, OMFP fluorogenic substrate, fluorescence; inhibition, % at 20 µM; actives 0.25% (n = 360,000);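 active means inhibition at 20 µM, scaled per plate between control wells, above about 37%, limit read from the data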;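 further: 0% = DMSO with enzyme and substrate and 100% = substrate only without enzyme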
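System: isolated STEP enzyme; schedule: 20 min enzyme reaction at room temperature, protected from light; medium: Bis-Tris buffer pH 6.0, 2.5 mM DTT, 0.005% Tween 20; signal: fluorescence, 480/540 nm; dosing: single compound dose of 20 µM, 1% DMSO final; also added: OMFP substrate, 25 µM final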
CSN inh – blocks human CSN-mediated cullin deneddylation; Purified CSN, SCF-Nedd8-OG deneddylation, fluorescence polarization; inhibition, % at 12.5 µM; actives 0.38% (n = 360,000); Q92905;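 active means pattern-corrected inhibition above about 35%, with an unprinted fluorescence ratio check between 0.5 and 1.5, limit read from the data, passing the limit was not always enough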;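 further: 0% = enzyme with substrate and 100% = substrate without enzyme; some results filed as inactive read as strong as hits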
Target sequence (Q92905 whole entry, looked up, one chain of several): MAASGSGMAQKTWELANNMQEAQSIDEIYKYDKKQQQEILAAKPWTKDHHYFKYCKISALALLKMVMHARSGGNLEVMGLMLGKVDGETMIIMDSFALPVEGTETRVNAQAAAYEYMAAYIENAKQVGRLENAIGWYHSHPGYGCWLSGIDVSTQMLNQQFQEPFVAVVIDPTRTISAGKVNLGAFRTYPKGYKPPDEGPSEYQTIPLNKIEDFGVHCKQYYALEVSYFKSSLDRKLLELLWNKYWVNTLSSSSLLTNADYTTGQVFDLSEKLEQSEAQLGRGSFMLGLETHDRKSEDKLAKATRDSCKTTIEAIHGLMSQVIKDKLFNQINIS
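test system = HEK293T-derived human Csn5 enzyme | amount = 0.24 nM Csn5 enzyme, final concentration | medium = Tris/NaCl/DTT buffer, pH 7.5 | schedule = 90 min reaction at room temperature | signal = FP | evaluation = inhibition of Csn5 cleavage, % | compound dosing = single dose of 12.5 µM compound with 0.25% DMSO | probe or stimulus = 10 nM SCFSkp2-Nedd8OG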
Rpn11 inh – inhibitors of human proteasome Rpn11; O00487; human 26S proteasome, Ub4-pepOG fluorescence polarization; 20S core pre-blocked with epoxomicin; calls only at 20 µM; actives 0.59% (n = 360,000); AID 588493;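 active means inhibition at 20 µM, scaled to each plate's controls, above about 33%, limit read from the data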
Numbers without * were called inactive; i = inactive; · = not tested or not shown; + = active, no number.

Second line of a record – NadD inh, SUMO1 PPI mod, Scp-1 inhibitor, Neddyl block, Rin1-Abl PPI inh, DNMT1 inh, LMPTP block, STEP block, CSN inh, Rpn11 inh
Cc1cc(=O)[nH]c(SCC(=O)c2ccc3c(c2)NC(=O)CO3)n1
→ -1, 0, -3, i, -4, -1, 5.2, -2, 4, i
CN(C)c1ccc(C(=O)c2ccccc2C(=O)O)cc1[N+](=O)[O-]
→ -5, -9, 1, i, 1, 0, -0.8, 0, -4, i
CCOc1ccc(C(=O)NNC2CC(=O)N(Cc3ccc(Cl)cc3)C2=O)cc1OC (centres undefined)
→ 6, 1, -5, i, 1, -6, -0.5, 3, -1, i
Cc1[nH]c2ccc(F)cc2c1CCN(Cc1ccco1)C(=S)NC(C)(C)C
→ -3, 1, -3, i, 3, -6, 2.4, -3, -6, i
CN1CCN(C(=O)CN(C2CCCCC2)S(=O)(=O)c2ccc(Br)cc2)CC1
→ -2, 2, -7, i, 2, -1, -1.4, 0, 1, i
CCn1c(SCC(=O)Nc2cc(S(=O)(=O)N3CCOCC3)ccc2OC)nnc1-c1ccncc1
→ 0, -2, -6, i, -3, -5, 1.3, 4, -5, i
Cc1cc(-n2c(C)cc(C(=O)CSc3ccccn3)c2C)no1
→ -4, 1, -7, i, 5, -3, 2.4, -2, -3, i
CC1(C)NC(=O)N(CCC(=O)Nc2ccc(C(C)(C)C)cc2)C1=O
→ -2, -1, ·, i, 2, 0, -1.2, 3, -5, i
Cc1ccc(S(=O)(=O)N(C)CC(=O)N2CCCC2)cc1
→ -8, 1, -4, i, 4, 4, -2.2, 2, -1, i
CCC(C)NC(=O)C1(NC(=O)Nc2ccccc2)CCCCC1 (centres undefined)
→ -3, 1, -17, i, 2, -1, -0.4, -1, 7, i
Cc1cc(SCC(=O)N2CCCC2)nc2ccccc12
→ 6, -6, -5, i, 1, 4, 0.4, 0, -2, i
CCN(CC)S(=O)(=O)c1cccc(-c2n[nH]c(=S)n2CC(C)C)c1
→ 5, 1, 3, i, 2, 6, -1.4, -2, 13, i
COC(=O)c1ccc(C2NC(C(=O)O)CS2)cc1 (centres undefined)
→ 6, -1, -8, i, 6, -2, -1.1, 21, 1, i
Cc1c(NC(=O)c2ccc3nsnc3c2)cccc1[N+](=O)[O-]
→ -3, -40, -4, i, -1, -2, 0.1, 0, 2, i
O=C(Nc1cc([N+](=O)[O-])ccc1O)c1cccc([N+](=O)[O-])c1
→ -2, -15, -2, i, -3, -2, 0.5, 4, 0, i
CCCNC(=O)C1(C)CCCN(Cc2ccc(Oc3ccccc3)cc2)C1 (centres undefined)
→ -4, -1, ·, i, -1, 9, -0.8, -4, -2, i
Cc1ccc(NC(=O)Cn2nnc(C(=O)NCc3cccs3)c2N)c(C)c1
→ 0, 4, -1, i, -1, 7, 0.2, 0, 9, i
Cc1ccc(C)c(Cn2nnc3c(=O)[nH]c(C4CCN(S(=O)(=O)c5ccc(S(=O)(=O)NC6CC6)cc5)CC4)nc32)c1
→ 26, 1, -3, i, -1, -14, 3.5, 0, 3, i
CCN(CC)CC(=O)Nc1sc2c(c1C(=O)c1ccccc1OC)CCC2
→ -5, 0, -9, i, -1, 3, 0.0, 3, 2, i
N#Cc1nc(Cc2cccc3ccccc23)oc1NCc1ccc(F)cc1
→ 0, -1, -6, i, -6, -3, 4.0, 5, 2, i
COc1ccc(Cc2nnc(NC(=O)c3ccc(F)cc3)s2)cc1OC
→ -1, 5, -3, ·, 3, -3, -1.4, 0, 0, i
Cc1cccc(Sc2ccc([N+](=O)[O-])cn2)c1
→ -3, -23, -5, i, -1, 4, 1.4, 2, 2, i
Cc1occc1-c1nnc(SCC(=O)N(C)C)o1
→ 1, 2, -4, i, 2, 2, -1.8, -1, 2, i
CCOC(=O)C1(CCOc2ccccc2)CCN(Cc2ccncc2)CC1
→ 1, 0, -6, i, 2, -3, -2.2, -1, -3, i
CC1=C(C(=O)Nc2cccnc2)C(c2ccccn2)n2nnnc2N1 (centres undefined)
→ -2, 3, -7, i, 3, 4, -0.7, 2, 2, i
N#Cc1nc(-c2cccs2)oc1NCc1ccc2c(c1)OCO2
→ -9, -7, -12, ·, -2, -4, 3.2, -1, -3, i
CCOc1ccc(S(=O)(=O)N(C)c2ccc(OCC(=O)Nc3ccccc3F)cc2)cc1
→ -5, 0, -7, i, 1, -3, 2.8, 1, -4, i
COc1ccccc1N1CCN(CC(=O)NCCc2ccc(S(N)(=O)=O)cc2)CC1
→ 0, -1, 1, i, 2, -1, -0.1, -2, -1, i
COc1ccc(-c2csc(Nc3ncccn3)n2)cc1C
→ 5, 5, -16, i, 6, 4, -1.0, 2, 0, i
COc1ccc(C2CC(c3ccccc3)=NN2C(=O)COC(=O)c2cccc(N)c2)cc1 (centres undefined)
→ 11, 6, 8, ·, 0, -4, 4.1, -3, -5, i

Other results:
Second line of a record – NadD inh, SUMO1 PPI mod, Scp-1 inhibitor, Neddyl block, Rin1-Abl PPI inh, DNMT1 inh, LMPTP block, STEP block, CSN inh, Rpn11 inh
O=C(Cc1ccc(Br)cc1)N1CCN(C(=O)c2ccccc2)CC1
→ 0, 4, -8, i, 2, 5, 0.0, 3, -4, i
CCN(C(=O)Cn1c(=O)oc2ccccc21)C1CCS(=O)(=O)C1 (centres undefined)
→ -4, 18, -10, i, 1, 5, -1.9, 0, -3, i
Cc1cccnc1NC(=O)c1c(O)c2cccc3c2n(c1=O)CCC3
→ 17, 5, -6, i, 0, 6, 1.3, -2, -1, i
CCCCCn1c(CN2CCN(C(=O)c3ccco3)CC2)nc2c1c(=O)n(C)c(=O)n2C
→ -7, 11, -4, i, 3, 0, -1.6, 2, -2, i
CN(C)CCCN(C(=O)c1cc(Cl)sc1Cl)c1nc2cc3c(cc2s1)OCO3
→ -10, -4, 1, i, 2, 2, -1.7, 0, 4, i
O=C(O)c1ccc(NCCc2ccc(Cl)cc2)c([N+](=O)[O-])c1
→ 7, -26, 4, i, -3, 2, 1.3, 0, -1, i
COc1ccc(-c2ccc3c(c2)S(=O)(=O)c2cccc(C(=O)NC4CCCC4)c2C3=O)cc1OC
→ -2, -5, 1, i, -1, 10, -1.0, 6, 9, +
N/C(=N\OC(=O)c1cccc(Cl)c1)c1ccccn1
→ -3, -3, -2, i, -2, 2, -1.2, -2, -4, i
CCn1c(=O)c(C(=O)NNS(=O)(=O)c2ccc(NC(=O)OC)cc2)c(O)c2ccccc21
→ 9, 13, -10, i, 3, 0, 2.8, 0, -3, i
CC(C)N1CCN(Cc2cccn2-c2nccs2)CC1CCO (centres undefined)
→ -3, 0, -7, i, 2, 1, 6.3, 7, -4, i
O=C(CSc1nc(-c2ccco2)cc(C(F)(F)F)n1)N1CCN(c2ccc(Cl)cc2)CC1
→ 1, -3, 1, i, 0, -5, 4.6, 0, -2, i
CC1CCN(CCCNC(=O)C2CCN(S(=O)(=O)N3CCCCC3)CC2)CC1
→ -7, 1, 0, i, 2, 1, -0.8, -1, 1, i
CSc1nnc(CCNS(=O)(=O)c2ccccc2Br)n1C
→ 2, -2, -3, i, 4, -1, 0.1, 0, 3, i
COc1ccc(Cl)cc1N1C(=O)CC(N2CCN(S(=O)(=O)c3ccccc3F)CC2)C1=O (centres undefined)
→ 3, -2, 3, i, 0, -1, -0.8, -1, 0, i
Cc1cc(Cl)c(OCCOCCN2CCCC(C)C2)c(Br)c1 (centres undefined)
→ -8, 0, -6, i, 1, 0, -1.1, 3, 0, i
OC1C2(Cc3ccccc3)CN3CCN(C2)CC1(Cc1ccccc1)C3 (centres undefined)
→ 0, -1, 0, i, -2, 0, -0.6, -5, -5, i
Cc1noc(C)c1COc1ccccc1C(=O)NNC(=O)c1ccccc1
→ -3, 5, -2, i, 1, 1, -0.7, -4, -1, i
COc1ccc(-c2nnc(SCC(=O)c3ccc[nH]3)o2)cc1
→ -9, -5, 42, i, 0, -2, 0.2, 2, -2, i
O=C(COC(=O)C1COc2ccccc2O1)Nc1cccc(S(=O)(=O)N2CCCCC2)c1 (centres undefined)
→ -8, 4, -5, i, -3, -3, -0.8, -1, -4, i
CCC(=O)Nc1cccc(NC(=O)c2cccc([N+](=O)[O-])c2C)c1
→ 2, -3, -6, i, -3, 1, 0.3, 3, 2, i
CCc1cccc(NC(=O)CN(C)S(=O)(=O)c2cccs2)c1
→ -5, 3, -7, i, 5, 0, 0.7, 2, 4, i
O=C(C1CCCN(S(=O)(=O)c2cccc3nonc23)C1)N1CCN(c2ccccc2Cl)CC1 (centres undefined)
→ 0, -14, 2, i, 1, -6, 1.0, 5, 3, i
Cc1csc(NC(=O)CN2C(=O)C3CC=CCC3C2=O)n1 (centres undefined)
→ 4, 1, 6, i, 3, 1, -2.7, -1, -2, i
CN(C)CCOC1c2ccccc2CSc2ccccc21 (centres undefined)
→ -7, 3, -4, i, 0, 0, -0.8, -2, -4, i
O=C(NCCOc1ccccc1)C1CCN(C(=O)Nc2ccccc2)CC1
→ 1, -2, ·, i, -5, 0, 0.6, 2, -5, i
COc1cc(OC)c(-n2cc(-c3ccc(OC)c(OC)c3)[nH]c2=S)cc1Cl
→ 0, 1, -10, i, 4, -10, -2.5, 2, 1, i
O=c1[nH]c2cc3c(cc2cc1CN(Cc1nnnn1C1CCCC1)C1CCCC1)OCCO3
→ 2, -10, 1, ·, -6, -7, -0.7, 1, -3, i
COc1ccc(S(=O)(=O)N2CCCCCC2)cc1C(=O)NCCc1ccccc1
→ 1, -14, -9, i, 0, -3, -8.3, 2, -2, i
Cc1oc2ccc(OCc3cccc(Cl)c3)cc2c1C(=O)O
→ -6, 5, -13, i, -1, -2, 0.2, 1, 1, i
CCOC(=O)CNS(=O)(=O)Cc1ccccc1
→ -1, -2, 0, i, 2, -2, 0.0, -1, -3, i
COC(=O)Cn1c(=NC(=O)c2cccc(OC)c2)sc2cc(OC)ccc21
→ -12, -7, -18, i, 0, 5, 2.3, 0, -4, i
COc1ccccc1NC(=O)CN1CCCCCC1
→ 3, 2, -3, i, 3, 0, -0.3, 0, 2, i

Single records, from the list above:
COc1ccc(-c2csc(Nc3ncccn3)n2)cc1C in the list: NadD inh: 5; SUMO1 PPI mod: 5; Scp-1 inhibitor: -16; Neddyl block: i; Rin1-Abl PPI inh: 6; DNMT1 inh: 4; LMPTP block: -1.0; STEP block: 2; CSN inh: 0; Rpn11 inh: i
Cc1ccc(NC(=O)Cn2nnc(C(=O)NCc3cccs3)c2N)c(C)c1 in the list: NadD inh: 0; SUMO1 PPI mod: 4; Scp-1 inhibitor: -1; Neddyl block: i; Rin1-Abl PPI inh: -1; DNMT1 inh: 7; LMPTP block: 0.2; STEP block: 0; CSN inh: 9; Rpn11 inh: i
Cc1csc(NC(=O)CN2C(=O)C3CC=CCC3C2=O)n1 (centres undefined) in the list: NadD inh: 4; SUMO1 PPI mod: 1; Scp-1 inhibitor: 6; Neddyl block: i; Rin1-Abl PPI inh: 3; DNMT1 inh: 1; LMPTP block: -2.7; STEP block: -1; CSN inh: -2; Rpn11 inh: i
